# Dengue-2 NS5 capping: Dengue-2 NS5 methyltransferase inhibitors, primary screen, biochemical, confirmation dose response (AID 588689) | Genome polyprotein (Dengue virus type 2 (strain 16681-PDK53)) | Dengue-2 NS5 methyltransferase capping enzyme assay, biochemical; higher % means a stronger effect | inhibition, % at 25 µM; hits with a dose series show IC50 in µM | 340,000 compounds, 0.3% hits; in the data active = a potency from the dose series
# Dengue-2 NS5 capping pilot replicate: also measured in Dengue-2 NS5 capping; calls as there; inhibition, %; measured here: pilot screen replicate inhibition
# * marks the source's active call; other numbers are inactive results; & = joins results of further samples.
SMILES,Dengue-2 NS5 capping,others
N#Cc1cc([N+](=O)[O-])ccc1NC(=O)COC(=O)C1CCC(=O)N1 (stereo unspecified),-4%,
COc1cccc(NC(=O)NCc2ccccc2Cl)c1,-2%,
CC1CCCN(C(=O)CSc2n[nH]c(-c3cccs3)n2)C1 (stereo unspecified),-7%,
CCCCN1C(=O)C(=O)N(CC(=O)c2cc(C)n(C3CC3)c2C)C1=O,-3%,
CCOc1ccc(S(=O)(=O)N2CCOCC2)cc1NC(=O)C1=COCCO1,-4%,
COc1ccc2oc(C(=O)Nc3nccs3)c(C)c2c1,4%,
O=C1CN(C(=O)COC(=O)Cc2ccccc2F)c2ccccc2N1,7%,
CCOc1cccc2sc(N(CCN(CC)CC)C(=O)c3cccc(N4C(=O)CCC4=O)c3)nc12,4%,
O=C(COC(=O)c1cc(=O)[nH]c2ccccc12)NCc1ccc(Cl)cc1,-10%,
O=C(COC(=O)c1cnccn1)Nc1ccc(Cl)cn1,-9%,
CCOC(=O)c1cc(C#N)c(SC(C)C(=O)NC2CCCCC2)nc1C (stereo unspecified),-3%,
CN(C(=O)CSc1nc2ccccc2n1C)C1CCS(=O)(=O)C1 (stereo unspecified),-11%,
CCOc1ccc(C(=O)COC(=O)c2nn(CC)c(=O)c3ccccc23)cc1,-6%,
CC1(C2CC2)NC(=O)N(CC(=O)NCC(=O)Nc2ccc(F)c(F)c2F)C1=O (stereo unspecified),0%,
Cc1ccccc1NC(=O)CSc1nnc2ccc(-c3cccnc3)nn12,-5%,
Oc1ccc(-c2nc3ccccc3nc2-c2ccc(O)cc2O)c(O)c1,-1%,
COc1ccc(NC(=O)CN(C)C(=O)CCCN2C(=O)c3cccc4cccc(c34)C2=O)cc1,-4%,
CCN(CC)S(=O)(=O)c1ccc(N2CC(C(=O)NC3(C)CCS(=O)(=O)C3)CC2=O)cc1 (stereo unspecified),2%,
CC(=O)c1ccc(N2CCN(C(=O)CN3C(=O)NC4(CCCCC4)C3=O)CC2)c(F)c1,-3%,
O=C(Nc1ccc(C(F)(F)F)cc1)c1cccc(-n2cnnn2)c1,3%,
O=C(c1ccccc1OCc1ccc(Cl)cc1)N1CCN(c2ccccn2)CC1,-7%,
COC(=O)c1ccc(CNC(=O)COC(=O)c2cccs2)cc1,2%,
COc1cc(SC)ccc1C(=O)OCc1nc2ccsc2c(=O)[nH]1,-7%,
C[C@@H]1Cn2cnc(C(=O)N[C@@H](C)c3ccccc3)c2C(=O)N1,0%,
COc1cc2c(C#CCO)c(-c3ccc(C#N)cc3)oc(=O)c2cc1OC,6%,

# Of the compounds above, three have an NH in an aromatic ring:
SMILES,Dengue-2 NS5 capping,others
CC1CCCN(C(=O)CSc2n[nH]c(-c3cccs3)n2)C1 (stereo unspecified),-7%,
O=C(COC(=O)c1cc(=O)[nH]c2ccccc12)NCc1ccc(Cl)cc1,-10%,
COc1cc(SC)ccc1C(=O)OCc1nc2ccsc2c(=O)[nH]1,-7%,

# Carrying on:
SMILES,Dengue-2 NS5 capping,others
CCCN(CC(=O)Nc1ccccc1C)C(=O)c1ccc(S(=O)(=O)N2CCCC2)cc1,-2%,
CN(Cc1ccccc1)S(=O)(=O)c1ccc(Cl)c(C(=O)N2CCOCC2)c1,-4%,
Cc1cc(S(=O)(=O)NC(C)c2nnc3ccccn23)ccc1Br (stereo unspecified),-5%,
COCc1ccc(-c2c(-c3ccsc3)sc3ccccc23)cc1,-5%,
O=C(NCc1ccc(F)cc1)c1cc2c(cc1Cl)N1CCCCCC1=NS2(=O)=O,-5%,
CC1CC(C)(C)C2=NCCN21 (stereo unspecified),-1%,
CCN(C(=O)COC(=O)c1nc2nc(C)cc(C)n2n1)C1CCCCC1,-11%,
O=C(CNc1cccc(Br)c1)Nc1ccc(S(=O)(=O)N2CCCCC2)cc1,-5%,
CCN1C(=O)[C@H]2[C@H]3CN=C(SCc4ccc(C(=O)OC)cc4)N3[C@@](CC)(C(=O)OC)[C@H]2C1=O,-5%,Dengue-2 NS5 capping pilot replicate=-6.4
O=S(=O)(Nc1ccc2cn[nH]c2c1)c1ccc(C(F)(F)F)cc1,-1%,
COc1ccc(NC(=O)Nc2ccc3c(c2)C(=O)N([C@H](C)CO)C[C@H](C)[C@H](CN(C)Cc2ccc(C(=O)O)cc2)OCCCC[C@@H](C)O3)cc1,-6%,
CS(=O)(=O)c1ccc(Cl)c(NC(=O)c2cccc(N3C(=O)CCC3=O)c2)c1,-2%,
COCCN(Cc1ccccc1)C(=O)c1cccc(S(=O)(=O)N2CCCc3ccccc32)c1,-6%,
COc1cccc(CN(C)C(=O)c2cccc(NC(=O)CC3SC(N4CCCCC4)=NC3=O)c2)c1OC (stereo unspecified),-7%,
COc1cccc(C(=O)NCCS(=O)(=O)N2CCC3(CC2)OCCO3)c1,4%,
CCN1CCN(c2ccc(S(=O)(=O)N3CCOCC3)cc2NC(=O)C(C)Oc2ccc(F)cc2)CC1 (stereo unspecified),-3%,
Cc1c(NC(=O)CSc2ccc3ccccc3n2)c(=O)n(-c2ccccc2)n1C,-5%,
COc1ccc2nc(NC(=O)c3cccc(N4C(=O)CCC4=O)c3)sc2c1,-7%,
CCc1cc(Cn2nc(C(=O)O)cc2-c2ccccc2)on1,0%,
CCCCN(C(=O)c1ccc2c(c1)S(=O)(=O)N=C1CCCCCN12)c1c(N)n(CC(C)C)c(=O)[nH]c1=O,-3%,
CC(=O)OC1C(OC(C)=O)C2C(C)CC3OC(=O)C(C)C3CC2(C)C1OC(C)=O (stereo unspecified),3%,
CCC(C)NC(=O)CSc1ccc(S(=O)(=O)N(C)C2CCCCC2)cn1 (stereo unspecified),-1%,
O=C(c1cnn(C(=O)c2ccco2)c1)c1ccccc1O,-11%,
O=C(COC(=O)CCc1ccccc1)NC1CCS(=O)(=O)C1 (stereo unspecified),2%,
OC[C@@H]1[C@@H](c2ccccc2)C(c2ccc(F)cc2)=NN1c1ccccc1,-9%,Dengue-2 NS5 capping pilot replicate=1.8

# Six neighbouring entries out of the list so far, quoted:
SMILES,Dengue-2 NS5 capping,others
COc1cccc(CN(C)C(=O)c2cccc(NC(=O)CC3SC(N4CCCCC4)=NC3=O)c2)c1OC (stereo unspecified),-7%,
COc1cccc(C(=O)NCCS(=O)(=O)N2CCC3(CC2)OCCO3)c1,4%,
CCN1CCN(c2ccc(S(=O)(=O)N3CCOCC3)cc2NC(=O)C(C)Oc2ccc(F)cc2)CC1 (stereo unspecified),-3%,
Cc1c(NC(=O)CSc2ccc3ccccc3n2)c(=O)n(-c2ccccc2)n1C,-5%,
COc1ccc2nc(NC(=O)c3cccc(N4C(=O)CCC4=O)c3)sc2c1,-7%,
CCc1cc(Cn2nc(C(=O)O)cc2-c2ccccc2)on1,0%,

# Remaining list, next part.
SMILES,Dengue-2 NS5 capping,others
CCN(C(C)=O)c1cnc(C=NNC(N)=S)c2ccccc12,-11%,
NC(=O)CCC(NC(=O)c1ccc(Cl)cc1)C(=O)NCCc1ccc2c(c1)OCCO2 (stereo unspecified),4%,
O=C(NCC(c1ccco1)N1CCCC1)c1ccc(S(=O)(=O)Nc2ccccc2F)cc1 (stereo unspecified),0%,
O=C(N/N=C/c1cccc(O)c1)c1ccc(-n2cnnn2)cc1,-3%,
CCOC(=O)c1ccccc1NC(=O)COC(=O)C1CCN(S(=O)(=O)c2ccccc2C(=O)OC)CC1,-1%,
O=C(COC(=O)Cc1cccc(C(F)(F)F)c1)NC1CCS(=O)(=O)C1 (stereo unspecified),-5%,
Cc1cccc(NC(=O)CSc2nncn2N)c1C,2%,
CC(=O)c1sc(N)nc1C,0%&4%,
CCOc1ccccc1N1CCN(C(=O)CSc2ccc3c(c2)OCCO3)CC1,-4%,
CN(c1ccc(F)cc1)S(=O)(=O)c1ccc(Cl)c(C(=O)NCC2CCCO2)c1 (stereo unspecified),-1%,
NC(=O)c1ccc(C2SCC(=O)N2CCc2ccccc2)cc1 (stereo unspecified),-7%,
Cc1ccc(NS(=O)(=O)c2cc(C(=O)NCCCN(C)C)ccc2Cl)cc1Cl,1%,
Cc1cccc(NC(=O)C(=O)NCC2CCCN2S(=O)(=O)c2cccs2)c1 (stereo unspecified),7%,
Cc1nc(SCC(=O)NC2(C#N)CCCC2)n(CC(C)C)c1C,1%,
Cc1cccc(NC(=O)c2ncn3c2C(=O)NC[C@H]3C)c1,2%,
O=C(O)C(C(=O)Oc1ccccc1)C(C(=O)O)C(=O)Oc1ccccc1 (stereo unspecified),7%,
COc1ccccc1C(=O)NC(=O)COC(=O)C1(C)CC1(Cl)Cl (stereo unspecified),-4%,
Cc1c(C(=O)OC(C)C)sc(NC(=O)c2cnccn2)c1C(=O)OC(C)C,1%,
Cc1onc(-c2ccccc2Cl)c1C(=O)Nc1cccc(S(=O)(=O)N2CCOCC2)c1,-6%,
Cc1cc(-c2ccc(NS(=O)(=O)c3ccccc3)c(C)c2)ccc1NS(=O)(=O)c1ccccc1,2%,
CC1=C(C(=O)Nc2cc(C(=O)N3CCN(c4ccc(Cl)cc4)CC3)ccc2C)SCCO1,4%,
CC=CC1OCC(CC)C(CCC)O1 (stereo unspecified),-2%,
C[C@H](CO)N1C[C@H](C)[C@@H](CN(C)CC2CCCCC2)Oc2c(NS(=O)(=O)c3ccc(F)cc3)cccc2C1=O,-10%,
COc1ccc(/C=N/NC(=O)c2cccs2)c2ccccc12,-3%,
CC1(c2cccc(Br)c2)NC(=O)N(CC(=O)c2ccc3c(c2)OCO3)C1=O (stereo unspecified),-4%,

# (continued)
SMILES,Dengue-2 NS5 capping,others
O=C(NCc1ccccc1F)c1ccc(S(=O)(=O)NCc2ccco2)cc1,9%,
Cc1ccc2nc(NC(=O)CN3C(=O)NC4(CCCC4)C3=O)sc2c1,2%,
C[C@H](CO)N1C[C@H](C)[C@@H](CN(C)C(=O)Nc2ccc(C(F)(F)F)cc2)Oc2ccc(NC(=O)Cc3ccccc3)cc2C1=O,-8%,
O=C(CSC1=NS(=O)(=O)c2cc(Cl)ccc2N1)NCc1ccccc1,9%,
O=C(c1ccc(Br)o1)N1CC=C(c2ccccc2)CC1,2%,
CCN(CC)C(=O)[C@H]1CC(CC(=O)NCc2ccco2)C(=O)N2CCc3c([nH]c4ccc(OC)cc34)[C@]12C (stereo partly specified),4%,Dengue-2 NS5 capping pilot replicate=0.0
CC(C)(C)NC(=O)N1CCN(S(=O)(=O)c2ccc3c(c2)CCC3)CC1,8%,
CN(CC(=O)Nc1cccc(F)c1)C(=O)c1cc2c(s1)CCCCC2,8%,
Cc1nnc2n(-c3ccccc3)c(=O)c3ccccc3n12,4%,
CCOC(=O)c1c(NC(=O)CN2C(=O)C(=O)N(CC(C)C)C2=O)sc(C)c1CC,-14%,
O=c1[nH]c2ccccc2c(=O)c2ccccc12,-2%,
COc1ccc(Cl)cc1NC(=O)CN1C(=O)NC(C)(Cc2ccc(OC)c(OC)c2)C1=O (stereo unspecified),-3%,
COC(=O)c1cccc(NC(=O)c2cnn(C)c2)c1,2%,
O=C(NCc1cccs1)[C@@H]1CCCN1S(=O)(=O)c1ccccc1F,4%,
CC(Sc1nnc2n1CCCCC2)C(=O)Nc1ccc(S(N)(=O)=O)cc1 (stereo unspecified),7%,
C[C@H](NC(=O)C1CCN(S(=O)(=O)c2ccccc2)CC1)C(=O)NC1CC1,3%,
C=CCN(c1ccccc1)S(=O)(=O)c1cccc(C(=O)Nc2ccc(N3CCOCC3)cc2)c1,-1%,
CN(C(=O)COC(=O)CN1C(=O)C2CC=CCC2C1=O)c1ccccc1 (stereo unspecified),4%,
CC1(C)CC(=O)C=C(c2ccccc2-c2ccc(S(C)(=O)=O)cc2)C1=O,-2%,
CN(CC(=O)Nc1ccc(F)c(F)c1F)C(=O)C1CCC1,-1%,
CCOc1ccc(CCNC(=O)COC(=O)c2ccncc2)cc1OCC,-8%,
O=C(NOCc1ccccc1)c1coc(-c2ccccc2)n1,-11%,Dengue-2 NS5 capping pilot replicate=-7.0
O=S(=O)(CCN1CCOCC1)c1ccc(Cl)cc1,-15%,
CCOc1ccc(CCNC(=O)COC(=O)c2nccnc2N)cc1OCC,-9%,
CCC(=O)OC1(C(C)=O)CCC2C3CCC4=CC(=O)CCC4(C)C3CCC21C (stereo unspecified),-2%,

# Next compounds.
SMILES,Dengue-2 NS5 capping,others
O=C(Cn1c(NCCO)nc2ccccc21)Nc1cccc(S(=O)(=O)N2CCCC2)c1,-8%,
O=C(Cn1cnc2c(NCc3ccccc3)ncnc21)NCCCc1ccccc1,-2%,Dengue-2 NS5 capping pilot replicate=2.7
O=C(c1cc(-c2ccncc2)nc2ccccc12)N1CCN(Cc2ccccc2)CC1,0%,
Cc1ccc(S(=O)(=O)NCC(=O)Nc2cccnc2)cc1C,0%,
O=C(CN1CCN(S(=O)(=O)c2ccc(F)cc2)CC1)Nc1ccccc1C(=O)NC1CC1,1%,
O=C(Nc1c(F)c(F)c(F)c(F)c1F)c1ccc(Br)o1,-3%,
C[C@H](CO)N1C[C@H](C)[C@H](CN(C)Cc2ccccc2)Oc2ncc(Br)cc2C1=O,-5%,
Cc1cc(C)c2c(n1)nn1c(NCCCN3CCOCC3)cc(C)nc21,-6%,
CCc1nc(N)nc(N)c1-c1ccc(Cl)c(N=[N+]=[N-])c1,10%&0%,
CCN(C(=O)COC(=O)CNC(=O)c1cccs1)c1c(N)n(Cc2ccccc2)c(=O)[nH]c1=O,-6%,
O=C(CNc1cc(S(=O)(=O)N2CCOCC2)ccc1NCC1CCCO1)Nc1ccc(C(F)(F)F)cc1 (stereo unspecified),-1%,

# These rows are one share of the data; the hit share may differ from the screen's.
